Source: PubChem BioAssay
14-3-3 Bad PPI: disrupts binding of bovine 14-3-3 zeta to phospho-Bad peptide; P63103; TR-FRET 14-3-3zeta/Dy647-pBad peptide displacement, 1 h; inhibition, % at 21.7 µM; 0.71% of 220,000 active; AID 781;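 active = inhibition above about 70%, limit read from the data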;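 note: 0% = full 14-3-3 plus peptide FRET controls and 100% = background without 14-3-3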
Target sequence (P63103 whole entry, looked up): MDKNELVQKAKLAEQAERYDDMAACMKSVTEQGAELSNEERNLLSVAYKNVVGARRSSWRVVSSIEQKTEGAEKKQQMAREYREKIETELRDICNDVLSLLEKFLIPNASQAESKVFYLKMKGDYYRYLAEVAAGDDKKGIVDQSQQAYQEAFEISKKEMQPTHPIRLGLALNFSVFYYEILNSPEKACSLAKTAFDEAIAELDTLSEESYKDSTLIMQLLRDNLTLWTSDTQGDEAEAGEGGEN
CHOP inhibitor: CHOP inhibition in unfolded protein response | CHO-K1 CHOP-promoter luciferase, tunicamycin-induced, 15-18 h | inhibition, % at 10 µM | 3.8% of 220,000 active | AID 2732;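 active = compounds that reduced the stress-induced luciferase reporter signal by more than about 70% of percent inhibition, limit read from the data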;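 note: 0% = tunicamycin plus vehicle and 100% = wells without tunicamycin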
TRPML3 ag: agonists of human TRPML3 channel | Q8TDD5 | HEK293 TRPML3-YFP, Fluo-8 calcium fluorescence; 100% = the carbachol control signal | activation, % at 3 µM | 0.29% of 220,000 active | AID 1448;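 active = activation above its plate's cutoff, the mean activation of the plate's test wells plus 3 SD, cut at about 12% in these data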;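 note: 0% = DMSO only wells and 100% = carbachol wells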
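system = HEK293 cells stably carrying human TRPML3-YFP | doses = one concentration, 3 µM nominal, 0.3% DMSO | timing = dye loading 1 h 37 °C then 30 min ambient, 125 s read | detection = Fluo-8 calcium dye fluorescence, ex 470-495, em 515-575 nm | benchmarks = high control carbachol 87 µM, low control DMSO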
zfTRPN1 agonist: activates the zebrafish TRPN1 channel. HEK293 zebrafish TRPN1-YFP, Fluo-8 calcium fluorescence; 100% = response to 87 µM carbachol. activation, % at 3 µM. 0.18% of 220,000 active. AID 1424;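 active = activation above its plate's cutoff, the mean activation of test wells on that plate plus 3 SD, cut at about 19% in these data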;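 note: 0% = DMSO alone and 100% = 87 µM carbachol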
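System: zebrafish TRPN1-YFP in HEK293 cells / Dosing: 3 µM single point / Timing: dye loading 1 h at 37 °C, then 30 min room temperature / Signal: Fluo-8 calcium fluorescence, excitation 470-495 nm, emission 515-575 nm / Read-out basis: percent activation from peak over basal fluorescence ratio, control-normalized / Control set: high carbachol 87 µM, low DMSO alone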
PPC-1+TRAIL kill: compounds killing PPC-1 cancer cells with TRAIL present (potentiator screen, no TRAIL-free arm); 0.41% of 220,000 active; PPC-1 cells + TRAIL, ATPLite viability luminescence; cell killing (% activity), % at 4 µM; AID 1443;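 active = cell killing above 50% in the first pass at 4 µM, then a duplicate retest at 5 µM averaging 50% or more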;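 note: plate controls were cells with TRAIL plus DMSO for no effect and medium-only wells lacking cells for full effect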
EP2 modulator: modulators of human EP2 prostaglandin E2 receptor; P43116; 0.83% of 260,000 active; EP2-expressing cells, cAMP HTRF FRET, PGE2 co-stimulation; induction, % at 25 µM;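 active = compounds whose cAMP rise, as percent of the full-agonist control response, exceeds 60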;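 note: rat C6 glioma line stably carrying human EP2 under a CMV promoter; the protocol text gives 20 µM as final concentration; 100% = response of wells given 1 µM PGE2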
Target sequence (P43116 whole entry, looked up): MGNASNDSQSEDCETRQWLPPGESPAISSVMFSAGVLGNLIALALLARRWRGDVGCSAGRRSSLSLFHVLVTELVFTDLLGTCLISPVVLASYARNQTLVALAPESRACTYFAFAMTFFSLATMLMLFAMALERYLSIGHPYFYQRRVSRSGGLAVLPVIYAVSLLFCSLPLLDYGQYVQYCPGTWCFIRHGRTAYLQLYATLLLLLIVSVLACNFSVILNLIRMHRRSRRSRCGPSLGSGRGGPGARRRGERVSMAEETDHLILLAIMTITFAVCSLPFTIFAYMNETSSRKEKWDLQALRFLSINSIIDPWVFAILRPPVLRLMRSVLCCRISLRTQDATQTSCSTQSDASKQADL
NPY Y1 blocker: blocks the human neuropeptide Y Y1 receptor | inhibition, % at 3.6 µM | 1% of 200,000 active | HEK293-CNG Y1 cells, membrane potential fluorescence; NPY at EC95, then isoproterenol | P25929 | AID 1040;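 active = inhibition above the campaign mean inhibition of all tested compounds plus 3 SD, cut at about 20% in these data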;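 note: 0% = DMSO wells given NPY plus isoproterenol and 100% = isoproterenol alone without NPY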
Target sequence (P25929 whole entry, looked up): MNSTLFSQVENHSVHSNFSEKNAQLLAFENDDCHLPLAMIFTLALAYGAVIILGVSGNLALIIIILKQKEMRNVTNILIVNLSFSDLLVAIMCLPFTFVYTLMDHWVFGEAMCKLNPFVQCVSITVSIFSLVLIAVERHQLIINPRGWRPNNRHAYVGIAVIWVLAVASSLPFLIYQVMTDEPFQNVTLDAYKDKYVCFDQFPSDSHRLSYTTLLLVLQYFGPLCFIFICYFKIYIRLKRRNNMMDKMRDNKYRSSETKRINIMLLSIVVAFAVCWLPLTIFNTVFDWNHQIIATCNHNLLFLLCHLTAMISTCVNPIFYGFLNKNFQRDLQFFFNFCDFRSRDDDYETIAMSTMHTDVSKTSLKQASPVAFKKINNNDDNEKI
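Material: HEK293 cells co-expressing NPY Y1 receptor and cyclic-nucleotide gated channel. Timing: compound incubation 1 h at room temperature, readout 45 min post-stimulation. Signal: fluorescence, membrane potential probe.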
NPY1 pot ag: potentiates or activates human NPY-Y1 receptor; P25929; NPY-Y1 expressing cells, potentiator/agonist activation; activation, % at 3.6 µM; 0.37% of 220,000 active; AID 1304; in the data active = activation above about 33%, passing the limit was not always enough;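 note: cells stimulated with NPY at EC10 then isoproterenol at EC100; 0% = low agonist plus stimulus and 100% = saturating agonist plus stimulus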
EP2 antag: EP2 receptor (human) inhibition | 0.52% of 260,000 active | P43116 | AID 1422 | inhibition, % at 25 µM | C6 glioma cells expressing human EP2, cAMP TR-FRET; cells stimulated with saturating PGE2;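 active = percent inhibition above 40 after rounding to a whole number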;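 note: rat C6 glioma host cells with rolipram phosphodiesterase inhibitor present; the protocol text gives 20 µM as final concentration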
An asterisk follows results filed as active; nt = no result given; & = joins results of further samples; [ ] = another dose, or the depositor's remark.

item | Structure | 14-3-3 Bad PPI | CHOP inhibitor | TRPML3 ag | zfTRPN1 agonist | PPC-1+TRAIL kill | EP2 modulator | NPY Y1 blocker | NPY1 pot ag | EP2 antag
1 | CN1CCN(C(=O)c2cc3c(n(-c4ccccc4)c2=O)CC(C)(C)CC3=O)CC1 | 6 | 22 | 0.2 | 1.0 | -7 | 32 | -3 | -9 | 5
2 | C=C1C(C(=O)N2CCOCC2)C1C(=O)N1CCOCC1 (configuration not stated) | -18 | 8 | 0.6 | 0.8 | 17 | 7 | -1 | 5 | 2
3 | CCOCCOC(=O)NCCCCCCNC(=O)OCCOCC | 53 | 6 | 0.0 | 0.2 | -1 | 4 | nt | -5 | 8
4 | Cc1cc(NS(=O)(=O)c2ccc(NC(=O)Nc3cccc(Cl)c3)cc2)no1 | -7 | -53 | 0.6 | 0.5 | -5 | 6&-23 | -6 | -8 | 3&25
5 | COC(=O)/C=C1\N/C(=N\c2nc(C)cc(C)n2)N(c2ccc(C)c(C)c2)C1=O | -5 | -53 | 0.6 | -0.7 | 9 | -1 | 0 | 15 | 4
6 | COc1ccc(C(=O)Nc2ccccc2-c2nnn(CC(=O)Nc3ccc4c(c3)OCCO4)n2)cc1 | 43[fluorescence artefact?] | 42 | 0.2 | 3.1 | 24 | -19 | 3 | 1 | 7
7 | O=C(COC(=O)c1ccc(CO)cc1)NCc1cccs1 | -7 | 19 | 0.5 | 1.2 | 46 | 4 | -1 | -3 | 8
8 | O=S(=O)(NC1=NCCCCC1)c1cccs1 | 6 | -28 | 0.6 | 1.6 | 12 | 1 | -4 | 5 | 5
9 | O=C(N=Nc1c(O)[nH]c2ccc(Br)cc12)c1cc(-c2cccc3ccccc23)n[nH]1 | 1 | 62 | -0.1 | -0.3 | 21 | -5 | 2 | 3 | 7
10 | Cc1ccc(S(=O)(=O)N2CCOCC2)cc1NC(=O)CSc1cccc[n+]1[O-] | 12 | 7 | 1.1 | -0.8 | 6 | 27 | 1 | 25 | 3
11 | COc1ccc(C(=O)Nc2ccccc2C(=O)NC(Cc2ccc(O)cc2)C(=O)NNC(=O)c2ccc(C)cc2)cc1 (configuration not stated) | 79* | 25 | -0.4 | -1.4 | -6 | -10 | -3 | -19 | 6
12 | CC(C)=CC(=O)O[C@H]1[C@@H]2[C@H](C)C(=O)O[C@@H]2C[C@@H](C)[C@@H]2[C@@H](O)CC(=O)[C@]21C | -6 | 7 | nt | nt | 15 | -15 | nt | nt | 21
13 | CCOCC(=O)Nc1nc2ccccc2s1 | -9 | -2 | 0.0 | 0.2 | -3 | 0 | 3 | 12 | 8
14 | COc1ccc(S(=O)(=O)NCc2ccc(C(=O)N3CCc4ccccc4C3)cc2)cc1 | -10 | 19 | 0.6 | 2.2 | -10 | -60 | 4 | 8 | 9
15 | CC(=C/c1ccc(C(C)C)cc1)/C=N/NC(=O)Cn1nnnc1N | -7 | 15 | -0.7 | 0.6 | 5 | 45 | nt | -27 | 9
16 | Cc1cc(C)n2ncc(/C(N)=N/OC(=O)Nc3ccccc3)c2n1 | 6 | -3 | -0.3 | 1.2 | 17 | -18 | nt | 6 | 5
17 | CC(=O)C1=C(O)C(=O)N(c2ccc(S(=O)(=O)Nc3nccs3)cc2)C1c1ccc(F)cc1 (configuration not stated) | -2 | -13 | 0.8 | 1.3 | 12 | 24 | nt | -9 | 14
18 | Cc1ccccc1-n1c(CSC(=N)N)nc2ccccc2c1=O | -17 | 20 | 0.0 | -1.4 | 26 | 3 | -2 | 19 | 6
19 | CCOC(=O)N1CCN(C(=O)c2oc3ccc(S(=O)(=O)N4CCCCCC4)cc3c2C)CC1 | -5 | 28 | 0.4 | 1.3 | 5 | -1 | -6 | 18 | 7
20 | Cc1c(NC(=S)NC(=O)CC(C)C)c(=O)n(-c2ccccc2)n1C | -24 | 18 | -0.8 | 0.1 | -1 | 6 | 4 | 7 | 7
21 | CCN(CC)CCCNC(=O)c1cc2c(=O)n(C)c3ccccc3c2n1C | 5 | -17 | -0.2 | 1.1 | -2 | -14 | 0 | -7 | 4
22 | COc1cccc(C(=O)N(C)c2nnc(-c3ccncc3)s2)c1 | -12 | 12 | 0.2 | 2.2 | 8 | -11 | 3 | 20 | nt
23 | Cc1cc(N2CCCC2=O)cc(C)c1S(=O)(=O)Nc1c(C)nn(C)c1C | -2 | -14 | 0.2 | 0.0 | 20 | -4 | 2 | -3 | 4
24 | COc1ccc(/C=C/C2=CC(C)(C)NC(=S)N2)c(OC)c1 | 0 | 11 | -0.9 | -2.0 | -1 | -56 | 4 | 1 | 5
25 | COc1ccc2c(c1)CCC/C2=N\NC(=O)c1ccoc1C | -12[fluorescence artefact?] | -10 | 0.4 | 0.0 | 18 | -21 | 3 | -10 | 14
26 | COc1ccc(C2(C(=O)Nc3ccc(S(N)(=O)=O)cc3)CCCC2)cc1 | 1 | 3 | 1.6 | 3.9 | 27 | -82 | -2 | 19 | 8
27 | O=C(Nc1ccc(S(=O)(=O)N2CCOCC2)cc1)c1cc(-c2ccccc2O)n[nH]1 | 5 | 24 | 0.5 | 1.4 | -10 | -34 | nt | 0 | 7
28 | CSCCC(C(=O)NCc1cccs1)N1C(=O)c2ccccc2C1=O (configuration not stated) | 8 | -10 | -0.4 | 0.3 | 18 | -4 | -7 | -16 | 10
29 | Cn1nc(-c2ccc(Cl)cc2)nc2c(=O)n(C)c(=O)nc1-2 | -6 | nt | 0.8 | 0.4 | 48 | -64 | 10 | -19 | 29
30 | C/C(=N/NC(=O)CNC(=O)c1ccccn1)c1ccc([N+](=O)[O-])cc1 | -20 | 7 | 0.5 | 0.9 | nt | 13 | 3 | 4 | 11
31 | COC(=O)c1sccc1NC(=O)CC1C(=O)NCCN1C(=O)c1ccc(C)c(C)c1 (configuration not stated) | -4 | 13 | 0.4 | 0.6 | -16 | -7 | nt | -8 | 4
32 | CCc1ccc(Oc2cc(Cl)nc(N)n2)cc1 | 10 | -30 | 0.2 | 1.6 | 15 | -40 | 3 | 16 | 4
33 | Nc1nonc1-c1nc2ccccc2n1Cc1ccc(Cl)cc1 | -6 | 6 | 0.4 | 0.3 | 0 | 37 | 14 | 7 | 7
34 | COc1ccccc1NS(=O)(=O)c1cc(NC(=O)C2CCCC2)ccc1N1CCOCC1 | -4 | 7 | -0.9 | 0.4 | 8 | -45 | 3 | -5 | 5
35 | O=c1c2ccccc2nc(CSc2nnnn2-c2ccccc2)n1-c1cccc(C(F)(F)F)c1 | 2[fluorescence artefact?] | 68 | 0.3 | -0.3 | 4 | 24 | -2 | -1 | 10
36 | Cc1nn(-c2nc3ccccc3[nH]2)c(N)c1-c1ccccc1 | -6 | 9 | 0.1 | 1.6 | 27 | -64 | -1 | -21 | 17
37 | CN(C)C(=O)CN1C(=O)C2CCCCN2C(=O)c2ccccc21 (configuration not stated) | -4[fluorescence artefact?] | -3 | 0.7 | 0.0 | 13 | 16&4 | -4 | -4 | 12&10
38 | CC1C(C#N)=C(N)OC2=C1C(=O)CC(C)(C)C2 (configuration not stated) | -5[fluorescence artefact?] | 3 | 0.6 | 0.6 | 13 | 14 | -1 | 10 | 6
39 | CCOC(=O)c1ccc(N2C(=O)c3n[nH]c(C)c3C2c2ccccc2)cc1 (configuration not stated) | -6 | 66 | 1.0 | 2.0 | 9 | 6 | 1 | -7 | 10
40 | O=C(CN1CCCC1)Nc1ccc([N+](=O)[O-])cc1Cl | -10 | -1 | 1.1 | -0.6 | 9 | 22 | 8 | 0 | 3
41 | Cc1cccc2sc(NC(=O)c3cc(S(=O)(=O)N(C)C)ccc3N3CCCC3)nc12 | -9 | 43 | 0.6 | -2.0 | 28 | 6 | -1 | 3 | 10
42 | COC(=O)c1ccccc1NC(=O)N1c2ccccc2CC1C (configuration not stated) | 8 | 70 | -0.3 | -0.8 | 2 | 32 | 11 | -40 | 9
43 | CCc1c(C)nc(N)n2c(SCC(=O)N3CCCc4ccccc43)nnc12 | 3[fluorescence artefact?] | 7 | 0.1 | 0.9 | 15 | 25 | 0 | -3 | 12
44 | Cc1ccc(NC2c3ncccc3C(=O)N2Cc2cccs2)cc1 (configuration not stated) | 77* | 9 | 1.6 | -0.2 | 10 | -28 | 3 | 7 | 4
45 | CCOC(=O)C1CCN(Cc2coc3ccc(Cl)cc3c2=O)CC1 | 31 | -20 | 0.7 | -0.9 | 15 | -21 | 2 | 8 | 9
46 | Cc1ccc(NC(=O)COC(=O)c2ccc3c(c2)NC(=O)C2CCCN32)cc1 (configuration not stated) | 41 | 5 | 0.5 | 1.3 | 20 | 6 | 4 | -14 | 14
47 | O=C(Nc1cnccn1)Nc1ccc(Cl)cc1Cl | -3 | 78* | 1.8 | -0.8 | 21 | 1 | 0 | 7 | 5
48 | CCN1CCN(CC(=O)N2N=C(c3cccs3)CC2c2ccc(C)cc2)C(=O)C1=O (configuration not stated) | -9 | 3 | 0.9 | 0.4 | 12 | 10 | 13 | 5 | 8
49 | O=C(c1cc(F)ccc1F)C1CCCN(C(=O)CCN2CCCCO2)C1 (configuration not stated) | 0 | 4 | -0.3 | 0.8 | -10 | 12 | 5 | 21 | 7
50 | COc1ccc(C2=CC(=O)OC3(CCCC3)O2)cc1 | -3 | 18 | -0.5 | -0.6 | -23 | 12 | 8 | -14 | 7
51 | Cc1nn(-c2ccccc2)c(/N=C/c2ccccc2O)c1-c1ccccc1 | -8 | 40 | 0.4 | 0.3 | 38 | 36 | -3 | 5 | 8
52 | CC(C)C(c1nnnn1Cc1ccccc1)N1CCN(Cc2ccc3c(c2)OCO3)CC1 (configuration not stated) | -6 | 37 | 0.0 | -0.2 | 17 | 1 | 1 | -16 | 6
53 | CCOc1cc(NC(=S)NC)c(OCC)cc1NC(=O)c1cccs1 | 2 | -5 | 0.3 | 2.4 | -17 | -26 | nt | -1 | 7
54 | CCN(CC)c1ccc2cc(C(N)=O)c(=O)oc2c1 | -2[fluorescence artefact?] | 14 | -0.2 | 1.0 | 16 | 7 | 1 | -28 | 6
55 | Cc1nn(S(=O)(=O)c2ccc(Cl)cc2)c(C)c1Sc1ccc([N+](=O)[O-])cc1 | -15 | 85* | 0.5 | -0.6 | 14 | 9 | -1 | -5 | 4
56 | N#Cc1cnn2ccn(C3OC(CO)C(O)C3O)c12 (configuration not stated) | -2 | 3 | 0.8 | -0.3 | 14 | -32 | nt | 14 | 13

These rows are one share of the data, so the mix of outcomes need not match the whole.
